# Screening results from PubChem.
# 12-LOX inh: Primary qHTS assay for inhibitors of human arachidonate 12S-lipoxygenase (ALOX12): Round 2 | Polyunsaturated fatty acid lipoxygenase ALOX12 (Homo sapiens), P18054 | purified 12hLO, xylenol orange hydroperoxide absorbance | Potency, µM (doses to about 108 µM), for the others: at the top dose activity change, negative = inhibition, most hits filed as inhibitors | 580,000 tested, 1.1% active | AID 1671190, 2021; active = well fitted inhibition curve with a large enough effect; inconclusive = small, poorly fitted or top-dose-only effect, or another doubt; inactive = no such curve, though single readings can be large or run the other way
# Target sequence (P18054 whole entry, looked up): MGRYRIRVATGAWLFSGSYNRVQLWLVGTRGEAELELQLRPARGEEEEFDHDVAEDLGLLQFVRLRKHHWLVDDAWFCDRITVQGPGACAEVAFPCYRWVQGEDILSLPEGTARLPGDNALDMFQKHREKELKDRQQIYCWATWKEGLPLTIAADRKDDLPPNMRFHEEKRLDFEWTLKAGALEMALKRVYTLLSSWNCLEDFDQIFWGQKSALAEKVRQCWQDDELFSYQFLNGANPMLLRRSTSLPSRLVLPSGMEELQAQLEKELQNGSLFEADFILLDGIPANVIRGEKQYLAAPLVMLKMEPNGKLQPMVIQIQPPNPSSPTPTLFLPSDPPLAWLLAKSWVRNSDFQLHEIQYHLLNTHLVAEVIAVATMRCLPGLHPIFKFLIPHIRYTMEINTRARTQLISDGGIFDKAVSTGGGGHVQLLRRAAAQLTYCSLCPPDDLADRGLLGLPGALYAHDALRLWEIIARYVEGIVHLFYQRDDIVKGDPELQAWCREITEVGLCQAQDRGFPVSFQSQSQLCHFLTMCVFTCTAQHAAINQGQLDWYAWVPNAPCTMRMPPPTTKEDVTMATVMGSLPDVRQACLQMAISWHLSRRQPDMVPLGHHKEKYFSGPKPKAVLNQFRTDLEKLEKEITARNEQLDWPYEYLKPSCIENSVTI
#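 Purified human 12hLO at 150 nM in 25 mM Hepes, 0.01% Triton X-100, pH 7.0, preincubated 15 min at room temperature with compound. Reaction started with 40 uM arachidonic acid, 30 min at room temperature. Hydroperoxide measured by Fe-xylenol orange, 573/405 nm absorbance ratio.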
# Starred values were filed as active, the others as inactive; ? = inconclusive; [ ] = dose if it differs, or a comment. % is set by controls: 0 for no effect and ±100 for the full control effect; potency is the fitted concentration of half-maximal effect. A portion of the library (hit frequency here may not be typical).
SMILES,12-LOX inh
O=C(NCc1cccnc1)[C@@H]1C[C@@H](O)CN1C1CCN(C(=O)c2cc3ccccc3[nH]2)CC1,-10%
COc1ccc2c(C)c(CCC(=O)NCc3ccc(S(N)(=O)=O)cc3)c(=O)oc2c1,?
CCCN(CCC)C(=O)C1COC2(CCN(C(=O)C(C)C)CC2)N1C(=O)c1ccccc1 (stereo not given),32%
O=C1NC(=O)C(c2ccc(-c3ccc4nc[nH]c(=O)c4c3)cc2)N1 (stereo not given),-29%
O=C(NCc1ccc2c(c1)OCO2)c1cccc(Oc2ccnc(-c3ccc(F)cc3)n2)c1,-23%
Cc1c(F)cccc1NC(=O)N1CCC(Oc2ncccc2C(=O)N2CCCCC2)C1 (stereo not given),56%[activator]
CCc1ccc(NC(=S)N(CC)c2ccccc2)cc1,?
CC(C)(C)CC(=O)Nc1nnc(C2CC(=O)N(c3ccc(Cl)cc3)C2)s1 (stereo not given),25%
CCOc1ccc(C(=O)N2CC(C(=O)NCCc3ccncc3)C3(CCOCC3)C2)cc1 (stereo not given),41%[activator]
CC1=C(C(=O)Nc2ccccn2)C(c2ccc3c(c2)OCO3)n2ncnc2N1 (stereo not given),-8%
CC1CCC(NC(=O)C2CCN(C(=O)c3ncn4c3COC(c3ccccc3)C4)CC2)CC1 (stereo not given),25%
CCOc1ccccc1N1CCN(C(=O)c2ccc3c(c2)N(C)C2CCCCN2C3=O)CC1 (stereo not given),-1%
Cc1cc(=O)oc2cc(OCC(=O)Nc3ccc4ccccc4c3)ccc12,-2%
CN(C)S(=O)(=O)c1ccc(Cl)c(C(=O)NCc2ccc(N3CCCC3)nc2)c1,7%
O=C(Nc1ccc2oc(-c3cccc(I)c3)nc2c1)c1ccc2c(c1)OCO2,?
CC(=O)Nc1ccc(N=CC2=C(O)CC(C)(C)CC2=O)cc1,?
Cc1ccc2c(CN3CCC(O)CC3)cc(=O)oc2c1C,-47%
COc1ccc(CN2CC3(CCN(S(=O)(=O)c4c(C)nn(C)c4C)CC3)C2=O)cc1,21%
Oc1ccc2sc(-c3ccccc3O)c(-c3ccc(OCCN4CCCCC4)cc3)c2c1,?
Cc1cc(=O)n(CC(=O)Nc2ccc(C)c(C)c2)c(N2CCc3ccccc3C2)n1,5%
CC(C)=CCn1c(-c2ccc(F)cc2)cn2cc(C(=O)N(C)CC(C)O)nc2c1=O (stereo not given),36%[activator]
O=C1c2cnc(-c3cc4ccccc4o3)nc2OCCN1c1ccccc1,23%[176 µM]
O=C(O)CNS(=O)(=O)c1c(Cl)cc(Br)cc1Cl,-22%
OC[C@@H]1CNC[C@H]1c1nc(-c2cccnc2)no1,?
COc1ccc(-c2nnc3n2CCN(C(=O)Cc2ccccn2)C3)cc1,-3%
O=C(C[C@@H]1O[C@H](CNC(=O)Nc2cccc(F)c2)[C@@H](O)[C@H]1O)Nc1ccccc1,2%[176 µM]
CC(C)c1ccc(NC(=O)CN(C)C2=NS(=O)(=O)c3ccccc32)cc1,?
CC(C(=O)NCc1nc2ccccc2n1C)C1CCOCC1 (stereo not given),34%
OC[C@H]1O[C@H](O[C@]2(CCl)O[C@H](CCl)[C@@H](O)[C@@H]2O)[C@H](O)[C@@H](O)[C@H]1Cl,-10%[22.9 µM]
CC(=O)Nc1ccc(NC(=O)c2cc(=O)c3ccc(C)c(C)c3o2)cc1,?
Cc1ccccc1OCC(O)CN1CCN(c2nccs2)CC1 (stereo not given),7%
COC(=O)C[C@H]1CC[C@H](NC(=O)c2ccc(F)cc2)[C@@H](CO)O1,-3%
Cc1ccc(OCc2nc(-c3ccccc3OCC(=O)N3CCCCCC3)no2)cc1,-34%
CN(C)C[C@@H]1CN(Cc2ccccn2)C[C@H]1NC(=O)c1ccc2cc[nH]c2c1,48%[activator]
NNC(=S)Nc1ccccc1,-23%
COc1ccccc1C(=O)N1CC(Oc2ccc(F)c(F)c2)C1,3%[6.33 µM]
CN(C)S(=O)(=O)N1CCCC1C(=O)Nc1ccc(-c2cccc(F)c2)cc1 (stereo not given),44%[activator]
CCCc1ccc(NC(=O)Cc2c[nH]c3ccccc23)cc1,?
CS(=O)(=O)N[C@@H]1C[C@H](Cn2cc(-c3cccnc3)nn2)[C@@H](O)[C@H]1O,?
CCCCN1C(=O)[C@@H]2C[C@@H](O)CN2C2(CN(CC3CC3)C2)C1=O,9%[176 µM]
OCc1cccc(-c2cc3c(cn2)CN(Cc2ccccc2)CCN3)c1,14%[176 µM]
COCCNC(=O)C1CCCN(C(=O)COc2ccc(Cl)cc2Cl)CC1 (stereo not given),-3%
O=C(CCC(=O)c1cccs1)NCCC(=O)Nc1ccc(F)c(Cl)c1,50µM*
COc1ccc(NC(=O)Cn2c(SCc3cc(C)ccc3C)nc3ccncc32)cc1OC,-10%
O=Cc1ccc(-c2ccc(Br)cc2Br)o1,0%
O=C(CCn1ccn2nc3c(c2c1=O)CCCC3)NCc1ccco1,29%
O=S1(=O)CC(N2CCN(CC3CC3)CC2)CN1C1CCCC1 (stereo not given),-3%
Fc1cccc(-c2cc3c(cn2)CN(Cc2ccncc2)CCN3)c1,46%[activator][176 µM]
CCC(c1nnnn1C(C)(C)C)N1CCN(C/C=C/c2ccccc2)CC1 (stereo not given),-3%
O=C(c1ccc(F)cc1)N1C[C@@H]2OCC(=O)N(Cc3ccccn3)[C@@H]2C1,4%[176 µM]
# The results go on:
SMILES,12-LOX inh
COc1ccccc1C(=O)COC(=O)C1CCN(S(=O)(=O)c2ccccc2)CC1,-14%
CN1CCN([C@@H]2[C@H](O)[C@H](CO)O[C@@H]2CNS(=O)(=O)c2ccccc2)CC1,-16%
O=C(NCCc1ccccn1)c1ccc2c3c(cccc13)CC2,-30%
Cn1cnc(C(=O)N2CCCN(S(=O)(=O)c3ccccc3)CCC(=O)NCC2)c1,20%
COc1ccccc1CNC(=O)c1cc2c(s1)CCN(C(=O)c1ccccc1)C2,20%
CC(OC(=O)c1csc(NCc2ccccc2)n1)C(=O)NC1(C#N)CCCCC1 (stereo not given),-12%
COC(=O)CN1C(=O)CSc2ccc(S(=O)(=O)N3CCC(C)CC3)cc21,434%[activator]
CCC(=O)NC(C)c1cccs1 (stereo not given),-6%
COCCN1CCN(C(=O)c2cnn(-c3nccc(-c4cc5ccccc5o4)n3)c2C2CC2)CC1,2%
Cc1cccc(NC(=O)Cc2nc(-c3cc(C)n(-c4cc(C)on4)c3C)cs2)c1,-26%
CCOCCCNC(=O)C1CCc2ncc(-c3ccsc3)n2C1 (stereo not given),44%[activator]
CC(C)(C)C(=O)Nc1ccc([C@H]2OCC(=O)N(Cc3ccccc3)[C@@H]2CO)cc1,52%[activator][176 µM]
Cc1cc(C)n(-c2ccc(C(=O)N3CCc4c(cnc(C)c4CNC(=O)c4ccccc4F)C3)cc2)n1,2%
c1ccc(-c2nnc3n2CCN(Cc2cscn2)C3)cc1,7%[12.5 µM]
COc1cc2c(-c3cc4ccccc4o3)cc(=O)oc2cc1C,27%
Cc1ccccc1OCc1nc(C2CN(C(=O)c3ccc4nc[nH]c4c3)C2)no1,96%[activator]
COCCc1nncn1C1CCN(S(=O)(=O)c2cccc(F)c2)CC1,20%
CC1=C[C@@H](CNC(=O)c2ccc(F)cc2)[C@H](C(C)C)C[C@H]1CC(=O)N1CCN(C)CC1,-31%[176 µM]
CC(C)c1ccc(S(=O)(=O)Nc2ccc3c(c2)CCN3S(C)(=O)=O)cc1,-26%
O=C(CSc1ccccc1)N1CCCC(N2CCN(c3cccc(Cl)c3)CC2)C1 (stereo not given),0%

# An excerpt of these results, with values ahead of the structure.
12-LOX inh | mol
-26% | CC(C)c1ccc(S(=O)(=O)Nc2ccc3c(c2)CCN3S(C)(=O)=O)cc1
20% | COCCc1nncn1C1CCN(S(=O)(=O)c2cccc(F)c2)CC1
96%[activator] | Cc1ccccc1OCc1nc(C2CN(C(=O)c3ccc4nc[nH]c4c3)C2)no1
52%[activator][176 µM] | CC(C)(C)C(=O)Nc1ccc([C@H]2OCC(=O)N(Cc3ccccc3)[C@@H]2CO)cc1
0% | O=C(CSc1ccccc1)N1CCCC(N2CCN(c3cccc(Cl)c3)CC2)C1 (stereo not given)
27% | COc1cc2c(-c3cc4ccccc4o3)cc(=O)oc2cc1C

# Further entries:
SMILES,12-LOX inh
CN(C)C(=O)C1CCc2nnc(C3CCN([S+](=O)([O-])c4ccccc4)CC3)n21 (stereo not given),8%[6.33 µM]
CCC(=O)Nc1ccc2oc(-c3cc(F)c(F)cc3Cl)nc2c1,-23%
CCNC(=O)c1cccc(NC(=O)CCc2ncc(-c3ccccc3F)o2)c1,-22%
CCOc1ccccc1C1NC(=O)N(CC(=O)Nc2ccc(OC)cc2)C2=C1C(=O)OC2 (stereo not given),2%
O=C1Nc2ccccc2N(C(=O)c2c(F)cccc2F)C1c1nc2ccccc2[nH]1 (stereo not given),?
CC(C)NC[C@H]1Cn2c(-c3cccc(Cl)c3)cnc2CO1,37%[activator][176 µM]
CCOc1cc(/C=C2/NC(=O)NC2=O)cc(I)c1OCC(=O)OC,?
F[C@@H]1CN(Cc2cccnc2)C[C@@H]1OCc1nc2ccc(C(F)(F)F)cc2[nH]1,11%[176 µM]
CCOc1ccc(-c2ccc(C#N)c(SCC(=O)Nc3ccc(F)cc3)n2)cc1,-9%
CC(C)CC(=O)N1CCc2ccc(S(=O)(=O)N(C)Cc3nccs3)cc2C1,?
CSCC(=O)Nc1ccc2n(c1=O)C[C@H]1C[C@@H]2CN(C(=O)c2ccc(-c3ccccc3)cc2)C1,-21%
CCCn1c(C)cc(C(=O)CSc2nnc(COc3ccc(Cl)cc3)n2C)c1C,-7%
COc1ccc(CN2C(=O)CCC2(C)c2nc3ccccc3[nH]2)cc1 (stereo not given),-4%
COC(=O)c1ccc(CN2C(=O)[C@@H]3C[C@@H](O)CN3C3(CN(Cc4ccccc4)C3)C2=O)cc1,31%[activator]
CS(=O)(=O)N1CCC(C2CCN(C(=O)C3CCOCC3)C2)CC1 (stereo not given),12%
CCCc1nnc(C[C@@H]2C[C@@H](C(C)C)[C@H](CN3CCN(c4ncccn4)CC3)C=C2C)o1,48%[activator]
CCCCCCn1c(=O)n2n(c1=O)C[C@]1(OC(=O)NCc3ccccc3)CN(S(=O)(=O)c3ccc(C)cc3)C[C@]1(O)C2,?
CCOC(=O)C1=CCN(S(=O)(=O)c2ccccc2F)C1c1cccc(F)c1 (stereo not given),-20%
CCN(CC)CCCC(C)NC(=O)C(CC(C)C)NC(=O)OC (stereo not given),-2%
Cc1ccsc1C(=O)NCC(c1cccs1)N1CCOCC1 (stereo not given),-11%
CCc1ccccc1NC(=O)c1ncoc1-c1cccc(C)c1,35%[activator]
Cc1ccc(-c2nc(NC(=O)c3cc(C)on3)sc2C)cc1,-2%
Cn1ccc2cc(C(=O)N3CCN(Cc4ccccc4)CC3)ccc21,-1%
COCc1cc(=O)n(CC(=O)Nc2ccc(F)cc2)c(N2CCOCC2)n1,36%[activator]
O=C(NC(c1ccccc1)c1cc2ccccc2o1)C1CCOCC1 (stereo not given),-13%
CC(=O)NCCC(=O)N1Cc2ccccc2CC2(CCN(CC3CCNCC3)CC2)C1,-5%[6.33 µM]
CCCc1nnc(NC(=O)c2cc(-c3ccccc3)on2)s1,30%
CC1=NS(=O)(=O)N(C)C=C1C(=O)OCc1nc(C2CCCCC2)no1,27%
Cc1ccc(S(=O)(=O)C=CS(=O)(=O)c2ccc(C)cc2)cc1,8.9µM*
CCN(CC)c1cc(CCC(=O)O)ccn1,3%
CN(C)c1ccc(Nc2ncncc2-c2nc(-c3ccccc3)no2)cc1,1%
CN(Cc1ccccc1)Cc1cn([C@H]2CO[C@H]3[C@@H]2OC[C@@H]3NS(=O)(=O)c2cccs2)nn1,?
CCCS(=O)(=O)N1CCc2n[nH]c(=O)n2CC1,11%
CCOc1ccc(C(=O)N2CCN(c3cc(=O)n4nc(-c5ccccc5C)sc4n3)CC2)cc1,4%
Cc1cccc(OCCOC(=O)c2cc(C)nc3ccccc23)c1,-18%
COc1ccc([C@H]2N[C@]3(CCCN(Cc4cccn4C)C3=O)[C@H]3C(=O)N(Cc4ccccc4)C(=O)[C@@H]23)cc1,-27%
CCCCNc1nc(-c2ccc(NC(C)=O)cc2F)cs1,?
COc1cc(C(=O)Nc2ccc3oc(=O)ccc3c2)cc(OC)c1OC,-4%
O=C(c1cnc(Cc2c[nH]c3ccccc23)c(I)c1)N1CCOCC1,20µM*
Cc1ccccc1C(=O)N1CCC(N(Cc2csc(-c3cccs3)n2)S(C)(=O)=O)CC1,1%

# Structures listed so far with an aryl thioether with sulfur outside any ring (4):
SMILES,12-LOX inh
COc1ccc(NC(=O)Cn2c(SCc3cc(C)ccc3C)nc3ccncc32)cc1OC,-10%
O=C(CSc1ccccc1)N1CCCC(N2CCN(c3cccc(Cl)c3)CC2)C1 (stereo not given),0%
CCOc1ccc(-c2ccc(C#N)c(SCC(=O)Nc3ccc(F)cc3)n2)cc1,-9%
CCCn1c(C)cc(C(=O)CSc2nnc(COc3ccc(Cl)cc3)n2C)c1C,-7%

# (cont.)
SMILES,12-LOX inh
COCc1ccc2c(c1)c(OC(C)(C)C(=O)N1CC(O)C1)nn2Cc1cccnc1,18%[176 µM]
O=C(N[C@@H]1CN(Cc2ccccc2F)C[C@H]1CO)c1ccccc1,-4%
CC(C)(C)NC(=O)NC(=O)COc1ccc2ccc(=O)oc2c1,-8%
Cc1cc(C)n(CCC(=O)N2C[C@@H](CO)[C@H](c3ccccn3)C2)n1,59%[activator]

# Rewritten as labelled records: 2 of the compounds above.
compound: COCc1ccc2c(c1)c(OC(C)(C)C(=O)N1CC(O)C1)nn2Cc1cccnc1
  12-LOX inh: 18%[176 µM]
compound: O=C(N[C@@H]1CN(Cc2ccccc2F)C[C@H]1CO)c1ccccc1
  12-LOX inh: -4%
